High-throughput results: PubChem BioAssay, several laboratories
T cell modulator: T cell immune modulation candidate | 2C CD8+ T cell-vesicle binding, flow cytometry; stronger effect = lower value | calls only at 7 µM | hit rate 0.068% among 330,000;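 active means response, share of CD8 T cells binding vesicles, and their 90th percentile fluorescence all below set limits, cut at about 80% in these data, passing the limit was not always enough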
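material = purified 2C TCR transgenic mouse naive CD8+ T cells | controls = Unloaded micro-vesicles (low), QL9 vesicles with 0.7% DMSO (high) | detection = cytometric PE anti-B7-1 and Alexa647 anti-CD8 signals after 1% paraformaldehyde fixation | incubation = binding step 1.5 h, 37 °C, antibody labelling 20 min, ice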
human PMI inhibitors: MPI inhibition at elevated mannose 6-phosphate – biochemical, fluorescence intensity, high mannose 6-phosphate, primary screen (AID 1220); recombinant PMI enzyme, coupled fluorescence intensity; higher % means a stronger effect; one-dose inhibition, % at 20 µM; IC50 in µM for titrated hits; hit rate 0.66% among 190,000
K1F lysis inhibition: inhibition of K1F phage lysis, E. coli UTI89, bacterial capsule biogenesis inhibitors, alamar blue (AID 488966). hit rate 0.02% among 340,000. one-dose inhibition, % at 100 µM; IC50 in µM for titrated hits. E. coli UTI89 K1F phage lysis, alamar blue, 2 h; higher % means a stronger effect;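 active means phage lysis inhibition, versus mean bacterial control, above a set limit; inconclusive means no clear call, values can overlap the other calls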;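 further: capsule biogenesis inhibitors block K1F phage lysis so surviving cells raise fluorescence; higher fluorescence means more inhibition of phage lysis; actives were called in the ten point dose series up to 300 µM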
M1AAP inhibition: malaria alanyl aminopeptidase activity blockers – biochemical, fluorogenic H-Leu-NHMec substrate, 1536-well (AID 1445); recombinant M1AAP, H-Leu-NHMec fluorogenic kinetic assay; higher % means a stronger effect; inhibition, % at 30 µM; hits with a dose series show IC50 in µM; hit rate 0.42% among 220,000;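 active means primary inhibition above the hit cutoff, then over 50% inhibition at one or more dose response concentrations, cut at about 23% in these data, passing the limit was not always enough; inconclusive means conflicting primary data, or primary hits not chosen for dose response; inactive means low primary inhibition, or under 50% at every dose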;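 further: plate controls were DMSO full reaction for no effect and no enzyme background for full effect; strong numbers were not always called active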
West Nile virus CPE: West Nile virus antiviral activity, cell-based, CPE readout (AID 1621) | West Nile virus-infected cells, CPE inhibition; higher % means a stronger effect | one-dose CPE inhibition, % at 10 µM; IC50 in µM for titrated hits | hit rate 0.02% among 290,000; in the data active means a potency from the dose series; inconclusive means CPE inhibition mostly from about 3.7% at the one dose, without a potency; inactive means the rest, 99 in 100 with CPE inhibition below about 2.2%; further: strong numbers were not always called active
RSV CPE inhibition: RSV antiviral activity via CPE protection, HEp-2 cells, primary 10 µM value included (AID 2391) | HEp-2 cells, RSV-induced CPE inhibition; higher % means a stronger effect | CPE inhibition, % at 10 µM, or IC50 in µM where a hit was titrated | hit rate 0.13% among 310,000; in the data active means a potency from the dose series; inconclusive means CPE inhibition mostly from about 23% at the one dose, without a potency; inactive means the rest, 99 in 100 with CPE inhibition below about 21%; further: strong numbers were not always called active
TNAP activation fold: stimulation of alkaline phosphatase TNAP activity – biochemical, luminescent, no phosphate acceptor, uHTS, primary screen (AID 1001); purified TNAP, luminescent activation assay, no phosphate acceptor; higher activation fold means a stronger effect; activation fold at 20 µM; hits with a dose series show EC50 in µM; hit rate 0.03% among 200,000; in the data active means activation fold from about 3, or a potency from the dose series; inactive means the rest, 99 in 100 with activation fold below about 1.6; further: many of its hits are not listed in these tables
M17LAP inhibition: P. falciparum M17LAP inhibitors, primary screen, biochemical, fluorogenic H-Leu-NHMec substrate, 1536-well (AID 1619); recombinant M17LAP, H-Leu-NHMec fluorogenic kinetic assay; higher % means a stronger effect; hit rate 0.38% among 220,000; one-dose inhibition, % at 30 µM; IC50 in µM for titrated hits;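 active means compound inhibiting the enzyme by more than half at any dose during confirmatory dose-response retesting; inconclusive means strong single-dose inhibitors picked by rank but not retested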;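 further: plate controls were full reaction with DMSO carrier for no effect and no enzyme background for full effect; strong numbers were not always called active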
human PMI inhibition: inhibitors of human PMI, primary screen, biochemical, fluorescence intensity, coupled assay (AID 1209). hit rate 0.42% among 190,000. purified PMI enzyme, coupled fluorescence intensity; higher % means a stronger effect. one-dose inhibition, % at 20 µM; IC50 in µM for titrated hits;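 further: plate controls were DMSO vehicle for no effect and wells lacking substrate for full effect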
T cell modulator vesicle-bound %: further read-out of T cell modulator, marked with its call; double positive events, %; measured here: CD8+ vesicle-bound cell fraction;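 binding gate set so that unloaded-vesicle control wells show 10% double positive cells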
* hit, by the source's call; i = inactive; ? = inconclusive; / = not tested or not shown; [ ] = dose if it differs, or a comment. Unless noted, no stated cut-off is given here; in the data, active means inhibition above about 50%; inactive means the rest.

SMILES	T cell modulator	T cell modulator vesicle-bound %	human PMI inhibitors	K1F lysis inhibition	M1AAP inhibition	West Nile virus CPE	RSV CPE inhibition	TNAP activation fold	M17LAP inhibition	human PMI inhibition
CCOc1ccc(S(=O)(=O)N2CCOCC2)cc1NC(=O)c1ccccc1F	i	38	/	1.1%	/	-0.4%	0.7%	/	/	/
Cc1cccc(C)c1NS(=O)(=O)c1ccc2c(c1)C(=O)c1ccccc1C2=O	i	46	21%	0.2%	3%	-1.4%	2.7%	1	-4%	-7%
CC(Sc1n[nH]c(N)n1)C(=O)Nc1ccc(Cl)cn1 (stereo not drawn)	i	13	-11%	0.2%	6%	1.4%	-1.8%	1.2	-4%	-17%
CCCCn1c(N)c(N(CC(C)C)C(=O)c2cccc(S(=O)(=O)N3CCCCCC3)c2)c(=O)[nH]c1=O	i	32	/	0.1%	/	0.8%	1.5%	/	/	/
Cc1cccc(OCc2nc(-c3ccc(Br)o3)no2)c1	i	29	-4%	0.4%	1%	0.8%	1.5%	1.1	-1%	-1%
CNC(=S)/N=C(\Nc1ccc(C)cc1)c1ccccc1	i	35	/	/	7%	0.3%	/	/	23%	/
Cc1ccc(-c2nnc(NC3CCCCC3)c3ccccc23)cc1S(=O)(=O)N1CCN(C)CC1	i	21	11%	0.8%[50 µM]	9%	-0.3%	-1.6%	1	6%	12%
O=C(CNS(=O)(=O)c1ccccc1)NCC(=O)OCc1ccc(C(=O)c2ccccc2)cc1	i	48	10%	-4.4%	9%	-0.5%	1.1%	1	-3%	11%
Cn1ncc2c(NNC(=O)c3ccccc3Cl)ncnc21	i	44	22%	2.3%	-12%	-0.1%	0.3%	1.6	12%	25%
Cc1cc(NC(=O)CCC(=O)N(Cc2cccs2)C(C)(C)C(=O)NC2CCCCC2)no1	i	35	/	0.2%	/	-1.2%	0.0%	/	/	/
COc1ccc(C(=S)N2CCOCC2)cc1OS(=O)(=O)c1ccccc1[N+](=O)[O-]	i	58	-1%	0.9%	11%	-0.9%	1.7%	1.2	-8%	11%
C[C@H]1CCC[C@]2(O[C@@H](CCO)C[C@H](O)[C@H]2O)O1	i	41	-3%	0.4%	13%	0.5%	-0.4%	1.1	-1%	-8%
COCCn1c(N)c(N(Cc2ccccc2)C(=O)Cc2c(Cl)cccc2Cl)c(=O)[nH]c1=O	i	44	-10%	0.4%	3%	-0.1%	2.1%	1.2	4%	-14%
NC1=NCC(O)=C1c1nc2ccccc2[nH]1	i	36	-12%	-0.5%	3%	1.8%	1.3%	2.6	-1%	-18%
COc1cccc(-c2nc3ccc(O)cc3c(=O)o2)c1	i	36	7%	-0.1%	5%	1.0%	1.9%	1.2	18%	0%
Cc1ccc(C(=O)NCc2ccc3c(c2)OCO3)cc1N1CCCC1=O	i	18	5%	-0.1%	6%	-0.3%	1.7%	1.1	9%	7%
CC(C(=O)Nc1ccccc1)N(C)CCOc1ccccc1 (stereo not drawn)	i	51	/	-0.1%	/	-0.5%	1.5%	/	/	/
O=C(NCCCN1CCCC1=O)NC1CCCCC1	i	46	0%	0.4%	4%	0.3%	-1.1%	1.1	0%	2%
O=C(NC1CCN(C(=S)NCc2ccco2)CC1)C12CC3CC(CC(C3)C1)C2	i	31	13%	2.7%	8%	-0.7%	5.0%	1	1%	16%
Cc1nc2nc(CSc3ccc(Cl)cc3)cc(=O)n2[nH]1	i	26	0%	-0.5%	3%	0.0%	1.6%	1	4%	-1%
CCOC(=O)c1ccc2[nH]c3ccccc3c2c1	i	33	9%	1.2%	0%	0.4%	13%	1.1	5%	17%
NC(=O)C1CCN(S(=O)(=O)c2cccc(S(=O)(=O)N3CCCCC3)c2)CC1	i	29	0%	9.8%	0%	/	0.5%	1.1	3%	5%
Fc1ccccc1Cn1nnc2c(NCCc3ccccn3)ncnc21	i	18	6%	3.6%	4%	-0.2%	0.9%	1.2	3%	8%
COc1ccc(NC(=O)c2cc(CN3C(=O)c4ccccc4C3=O)ccc2OC)cn1	i	50	32%	-0.7%	4%	-0.1%	4.3%	1.1	1%	19%
CCCc1nc(SCC(=O)Nc2cc(C)on2)c2c(=O)n(C)c(=O)n(C)c2n1	i	44	4%	-1.1%	10%	-0.1%	0.6%	1.2	2%	-3%
COc1ccc(NC(=O)CSc2ncc(-c3ccc(F)cc3)n2Cc2ccco2)cc1	i	50	3%	-0.5%	-2%	0.4%	10%	1.1	-16%	20%
COC(=O)c1ccc(S(=O)(=O)NCc2ccccn2)n1C	i	16	/	-0.5%	2%	0.1%	3.3%	/	1%	/
CN(c1ccccc1)S(=O)(=O)c1ccc2ccccc2c1	i	61	/	-1.9%	/	-0.5%	3.5%	/	/	/
Cc1cc(Cl)ccc1OCC(=O)NNC(=O)c1cccs1	i	11	/	-0.1%	/	0.2%	1.2%	/	/	/
O=C(NCC1CCCO1)C1CC(=O)N(c2cccc(Cl)c2)C1 (stereo not drawn)	i	14	/	0.2%	/	-0.2%	4.7%	/	/	/
O=C(CCc1nc(-c2ccc(Cl)cc2)no1)NC1CCCCC1	i	56	/	-0.1%	/	-1.3%	17%	/	/	/
OC(COCc1ccc(Cl)cc1)CN1CCN(c2ccccn2)CC1 (stereo not drawn)	i	38	-20%	4.7%	-6%	-0.1%	-0.5%	1	4%	-17%
COc1cc2nc(NCC3CCCO3)n3nc(-c4cccnc4)nc3c2cc1OC (stereo not drawn)	i	35	3%	1.7%	3%	/	0.7%	1.3	3%	6%
CCOC(=O)c1sc(=S)n(C)c1NC(=O)c1ccccc1Cl	i	52	-1%	0.1%	3%	-0.5%	0.3%	1.2	36%	18%
COC(=O)c1sc(C(=O)OC)c(C(=O)OC)c1C(=O)OC	i	56	-2%	1.9%[50 µM]	-4%	0.6%	0.4%	1.1	-1%	-2%
COc1cc2c(cc1OC)CN(C(C)C(=O)Nc1ccc(NC(C)=O)cc1)CC2 (stereo not drawn)	i	54	-7%	-0.4%	-2%	-0.2%	1.3%	1.1	-4%	-6%
O=c1c2ccccc2cnn1CCOc1cccc(Br)c1	i	46	/	0.1%	/	-0.8%	9.6%	/	/	/
Nc1nnc(SCC(=O)OCc2ccccc2)s1	i	26	-9%	-0.6%[50 µM]	5%	0.1%	1.8%	1	14%	-12%
CCOC(=O)COc1ccc(C(=O)NC2CCCCC2)cc1	i	52	4%	-4.5%	2%	0.3%	4.2%	1.1	13%	8%
CC(C(=O)Nc1ccc2c(c1)OCO2)N1CCN(C)CC1 (stereo not drawn)	i	60	/	-0.2%	8%	-0.2%	-0.3%	/	-2%	/
Cc1ccc2c(c1)nnn2C1CCN(C(=O)c2cccs2)CC1	i	17	2%	0.6%	5%	-0.8%	0.6%	1.1	1%	-5%
COC(=O)c1cc(S(=O)(=O)N2CCN(c3ccc(C(C)=O)cc3)CC2)cn1C	i	29	/	-0.1%	/	-0.2%	0.1%	/	/	/
COCCOC(=O)c1c(C)oc2ccc(NS(=O)(=O)c3ccc(C)cc3)cc12	i	10	/	-0.9%[50 µM]	1%	-0.7%	22%	/	3%	/
CCN(CC)C(=O)CCn1nc(-c2ccc(C)cc2)c2ccccc2c1=O	i	18	/	-0.1%	/	0.0%	1.1%	/	/	/
CCOC(=O)C(Cc1ccccc1)C(=O)Nc1ccc(NC(=O)C(Cc2ccccc2)C(=O)OCC)cc1 (stereo not drawn)	i	41	-6%	3.4%	-1%	-0.2%	0.9%	1.1	0%	4%
C=CCn1cnc2c(c1=O)c1nc3ccccc3nc1n2/N=C/c1cc(OC)c(OC)c(OC)c1	i	59	10%	0.1%	-6%	?	-6.0%	1	-2%	9%
O=C(Nc1cccnc1)c1cc(-c2ccc(Br)cc2)nc2ccccc12	i	9	/	0.4%	/	-0.4%	16%	/	/	/
CCc1n[nH]c(=S)n1/N=C/c1ccccc1OCc1ccc(Cl)cc1	i	55	7%	0.0%	4%	0.4%	3.3%	1	5%	-2%
COc1cc(NC(=S)N2CCN(S(=O)(=O)c3ccc(F)cc3)CC2)cc(OC)c1	i	56	/	2.9%[50 µM]	/	-0.3%	0.3%	/	/	/
CS(=O)(=O)N1CC(C(=O)NC2CC2)Oc2ccc(Cl)cc21 (stereo not drawn)	i	38	-9%	1.1%	1%	-0.4%	1.0%	1.1	-1%	-8%
CCc1ccc(C2=NN(C(=O)OC)C(O)(C(F)(F)F)C2)cc1 (stereo not drawn)	i	46	-5%	0.1%	2%	-0.7%	1.3%	1	4%	-15%
Cc1cc(=O)[nH]c(SCc2cn3ccccc3n2)n1	i	16	0%	0.3%	1%	-0.1%	0.6%	1.2	1%	0%
Cc1cc(Cl)c(S(=O)(=O)NCCC(=O)O)cc1OCC(N)=O	i	45	3%	0.6%	4%	0.1%	1.6%	1.1	8%	9%
Cc1ccc(CN2CC(C(=O)Nc3ccc(S(=O)(=O)Nc4cc(C)nc(C)n4)cc3)CC2=O)cc1 (stereo not drawn)	i	29	34%	5.0%	1%	0.0%	0.5%	1.1	21%	5%
COCCN(C(=O)CSc1nnc(-c2ccccc2F)n1C)c1c(N)n(Cc2ccccc2)c(=O)[nH]c1=O	i	30	-3%	0.2%	-6%	0.1%	-1.3%	1.1	-4%	-7%
CS(=O)(=O)N1CCN(C(=O)c2ccc(Cl)s2)CC1	i	59	-4%	0.0%	5%	0.9%	0.1%	1.2	4%	-4%
CCSc1nsc(NC(=O)Nc2cccc(F)c2)n1	i	5	/	5.1%	/	?	1.7%	/	/	/
CCCCc1ccc(NC(=O)CC(C)(C)C)cc1	i	41	3%	6.6%[50 µM]	-2%	-0.3%	1.5%	1	-3%	7%
CCOC(=O)/C(=N/Nc1ccccc1)N1CCCc2ccccc21	i	58	-138%	5.9%[50 µM]	1%	-0.1%	5.2%	1.2	6%	-50%
CC(C)(C)n1ncc2c(=O)n(Cc3ccc(Cl)c(Cl)c3)cnc21	i	50	2%	0.3%	-3%	-0.6%	14%	1	3%	-2%
CCCCC(CCC(=O)O)(C(=O)OCC)c1csc(Nc2ccc(OCC)cc2)n1 (stereo not drawn)	i	35	/	-1.2%[50 µM]	4%	0.0%	0.5%	/	8%	/

Outcome played no part in choosing rows; about 1.5% have a hit in one of these screens.
